# FAK blocker: FAK (human) kinase inhibition. biochemical FAK kinase activity assay. actives 0.84% (n = 97,000). AID 727. inhibition, %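 (tested at 7 µM)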. Q05397; in the data active means inhibition above about 19%;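 further: 0% = DMSO and 100% = reference compound high control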
# LYP act: activators of human LYP (PTPN22) phosphatase; Q9Y2R2; recombinant LYP, DiFMUP fluorescence; 0 = plate median, 100 = signal doubled; activation, % at 2 µM; actives 0.11% (n = 96,000);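 active means activation at 2 µM above a set limit, the mean plus 5 SD, cut at about 37% in these data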
# Target sequence (Q9Y2R2 whole entry, looked up): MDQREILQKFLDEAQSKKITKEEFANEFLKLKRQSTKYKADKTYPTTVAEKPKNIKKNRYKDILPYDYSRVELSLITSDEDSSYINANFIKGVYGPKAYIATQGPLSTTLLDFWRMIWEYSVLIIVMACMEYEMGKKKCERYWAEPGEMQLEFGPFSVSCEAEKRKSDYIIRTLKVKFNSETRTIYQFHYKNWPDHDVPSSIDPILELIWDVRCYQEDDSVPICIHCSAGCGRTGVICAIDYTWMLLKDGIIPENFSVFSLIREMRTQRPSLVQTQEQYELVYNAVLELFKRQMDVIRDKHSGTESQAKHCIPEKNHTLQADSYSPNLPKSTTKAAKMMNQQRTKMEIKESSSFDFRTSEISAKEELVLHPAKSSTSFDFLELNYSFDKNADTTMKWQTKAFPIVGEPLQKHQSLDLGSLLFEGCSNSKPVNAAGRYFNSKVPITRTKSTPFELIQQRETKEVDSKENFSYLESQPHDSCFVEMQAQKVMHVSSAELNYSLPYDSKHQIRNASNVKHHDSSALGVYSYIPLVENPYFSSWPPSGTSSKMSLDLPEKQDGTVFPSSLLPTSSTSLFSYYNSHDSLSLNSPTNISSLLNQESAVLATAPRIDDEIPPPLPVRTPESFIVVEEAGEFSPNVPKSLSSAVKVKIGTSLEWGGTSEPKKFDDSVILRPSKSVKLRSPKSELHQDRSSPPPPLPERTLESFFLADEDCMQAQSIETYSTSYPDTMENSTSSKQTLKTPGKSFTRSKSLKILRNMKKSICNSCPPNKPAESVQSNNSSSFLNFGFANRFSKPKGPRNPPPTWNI
# HUVEC tox IL1B: HUVEC cytotoxicity counter-screen, IL-1B stimulated. HUVEC cell count loss, Hoechst imaging. AID 845. actives 0.41% (n = 94,000). cell count reduction, % at 2 µM;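 active means cell count reduction more than 3 SD above the screen-wide mean, cut at about 70% in these data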;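 further: normalized per plate to untreated control cells as the no-loss baseline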
# VCAM1 TNFa inh: reduces TNF alpha induced VCAM1 expression in HUVEC. HUVEC TNFa-induced VCAM-1 immunofluorescence, high-content imaging. inhibition, % at 2 µM. actives 0.48% (n = 95,000). AID 802;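 active means inhibition above the batch mean plus 3 SD, with images confirmed as a hit by eye, cut at about 37% in these data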;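 further: 0% = TNF-stimulated DMSO wells and 100% = unstimulated control wells; not every result past the cut was called active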
# ERa coact inh: ER-alpha (human) coactivator binding inhibition; P03372; TR-FRET ER-alpha LBD / SRC-1 peptide, estradiol-bound; inhibition, % at 25.6 µM; actives 1.7% (n = 86,000); AID 629; in the data active means inhibition above about 50%;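 further: 0% = receptor plus peptide control and 100% = peptide only without receptor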
# HUVEC tox TNFa: toxic to HUVEC cells under TNF alpha stimulation; HUVEC TNFalpha-stimulated, Hoechst cell count, imaging; cell count reduction, % at 2 µM; actives 0.17% (n = 93,000); AID 848;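 active means cell count reduction exceeding the screen mean by over 5 SD, scaled to untreated wells per plate, cut at about 78% in these data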;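 further: cells counted after 24 h of TNF alpha exposure following the 1 h pretreatment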
# LYP inh 2: blocks human PTPN22 phosphatase activity | actives 0.21% (n = 96,000) | recombinant LYP catalytic domain, DiFMUP fluorescence | inhibition, % at 2 µM;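 active means inhibition at 2 µM at or above a set limit, the screen mean plus 3 SD, cut at about 24% in these data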;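 further: 0% = DMSO with enzyme and 100% = enzyme fully blocked by orthovanadate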
# F-actin modifier: cytoskeleton assembly modification; HUVEC TNFa F-actin phalloidin imaging, high content; inhibition, % at 2 µM; actives 0.18% (n = 91,000); AID 836;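 active means inhibition above the batch mean plus 3 SD and confirmed as a hit by visual image inspection, cut at about 30% in these data, passing the limit was not always enough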; further: strong numbers were not always called active
# PTK2B oligo ant: blocks oligomerization of human Pyk2 in cells | AID 1347419 | Q293 cells, Pyk2 FERM NanoBiT luminescence; active compounds read low | z-score (the deposit names both 25 µM and 10 µM) | Q14289 | actives 0.83% (n = 99,000);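 active means Z-score of -3 or lower, scaled per plate to the spread of control and sample wells; inactive means z-score above -3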;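 further: negative z-score means lost luminescence so less FERM oligomerization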
# Numbers without * were called inactive; . = not tested or not shown; [ ] = another dose, or the depositor's remark.
# Values in the order – FAK blocker	LYP act	HUVEC tox IL1B	VCAM1 TNFa inh	ERa coact inh	HUVEC tox TNFa	LYP inh 2	F-actin modifier	PTK2B oligo ant
1: CCOC(=O)N1CCN(C(=O)c2ccc(CN(c3ccccc3)S(C)(=O)=O)cc2)CC1
  -2	-12	-16	17	-1	32	10	0	-0.44
2: Cc1cccc(NCN2C(=O)C3C4C=CC(C4)C3C2=O)c1 (configuration not stated)
  -1	4	-14	26	14	-4	-3	6	0.64
3: COc1ccc(OC(C)C(=O)Nc2cccnc2)cc1 (configuration not stated)
  -3	7	-7	-6	-4	-12	-8	1	0.57
4: CCOC(=O)c1c(C)n(OCc2ccccc2)c2ccc3nonc3c12
  -1	-9	.	14	-3	-32	6	6	-1.5
5: CCc1ncc(C(=O)c2ccc(OC)cc2)n1C
  0	7	-8	-5	-5	-32	-6	-10	0.36
6: COc1ccc(CNC(=O)C(c2ccncc2)N(C(=O)Cc2cccs2)c2cccc(C)c2)cc1 (configuration not stated)
  1	-4	-2	9	.	-6	7	23	-1.5
7: CN(C)S(=O)(=O)N(CC(=O)Nc1ccc2ccccc2c1)c1ccccc1
  1	4	17	-8	30	-11	-4	-8	-0.19
8: CN(C)S(=O)(=O)c1ccc2c(c1)c(=O)c(C(=O)NCCCN1CCCCCC1)cn2C
  7	-1	-31	4	62*[fluorescence artefact?]	-7	0	4	.
9: O=C(Cn1nnc(-c2ccc(CN3CCOCC3)cc2)n1)Nc1nc(-c2ccccc2)cs1
  -4	-1	3	6	-5[fluorescence artefact?]	-8	1	-4	-1.4
10: COc1ccc(OC)c(NC(=O)Cc2coc3ccc4ccccc4c23)c1
  -2	-7	-2	-6	1	-5	6	11	0.08
11: CCCN1CCN(C(=O)CCCn2c(C)c3cnn(-c4ccccc4)c(=O)c3c2C)CC1
  .	3	-7	8	-5	-11	-4	-2	.
12: CC(OC(=O)CCCOc1ccccc1)C(=O)NC(N)=O (configuration not stated)
  -2	10	-25	-7	.	2	-12	12	0.65
13: O=C(Nc1ccc(C(=O)N2CCCC2)cc1)c1ccccc1F
  0	3	-31	9	-8	-18	-8	11	0.78
14: COC(=O)C(NNc1ccccc1)(NC(=O)c1cccc(F)c1)C(F)(F)F (configuration not stated)
  0	-10	1	-6	.	-13	12	28	1
15: CC(=O)c1c(C)[nH]c(C(=O)CSc2nnc(-c3ccccc3)o2)c1C
  -4	-1	11	-38	.	.	4	12	0.64
16: Cc1c(NC(=O)C2CCCN2S(=O)(=O)c2ccccc2)c(=O)n(-c2ccccc2)n1C (configuration not stated)
  0	5	-47	-1	11	15	-6	-22	0.58
17: C/C(N)=C(/C#N)C(=O)COC(=O)c1cc(S(=O)(=O)N2CCCCC2)ccc1C
  10	-8	-3	-12	12	15	11	-21	-0.68
18: CC1(C)CC(=O)c2cnn(-c3nc4ccccc4[nH]3)c2C1
  0	8	-14	3	2	-8	-11	-13	0.38
19: CCOC(=O)C1=C(C)NC(SC)=NC1c1ccccc1 (configuration not stated)
  -2	1	-28	12	-2	.	-1	6	0.03
20: COc1ccc(-c2c(C(=O)O)nc3ccccc3c2C(=O)O)cc1
  3	-5	-15	11	.	3	3	-18	-0.2
21: CCOc1nc(C)ccc1-c1noc(-c2ccco2)n1
  -2	3	5	-7	-29	.	-4	3	-0.06
22: O=C(O)c1ccc(COc2ccc(/C=N/NC(=O)c3cccs3)cc2)cc1
  -3	2	11	1	.	-6	2	-14	0.52
23: Fc1ccc(-c2ccc(-c3nn4c(-c5ccco5)nnc4s3)o2)cc1
  19*	-8	2	-4	70*[fluorescence artefact?]	-11	11	2	-0.4
24: COc1cccc(OC)c1C(=O)Nc1ccc2c(c1)OCCO2
  6	-1	18	-4	-3	-22	0	8	0.07
25: Cc1ccc(CS(=O)(=O)Cc2ccc(C(=O)NCc3ccccn3)o2)cc1
  2	14	-8	.	-1	.	-9	.	0.26
26: Clc1ccc(C2=CSC3=Nc4cccc5cccc(c45)N23)cc1
  14	-13	.	-3	-5[fluorescence artefact?]	1	14	-23	-0.93
27: O=C(C1CC2CCC1C2)N1CCN(Cc2ccc3c(c2)OCO3)CC1 (configuration not stated)
  -1	5	-23	4	33[fluorescence artefact?]	-3	-6	-8	.
28: CC1(C)CC(=O)c2cnc(N3CCN(c4ccccc4)CC3)nc2C1
  6	3	-48	0	-6	-10	-4	-43	0.67
29: CC1(C(=O)NC2CCCC2)CCC(=O)N1Cc1cccs1 (configuration not stated)
  7	-3	-4	-7	14	6	2	-6	-0.32
30: COc1cc(OC)cc(C2C(C#N)=C(N)Oc3n[nH]c(-c4cccnc4)c32)c1 (configuration not stated)
  6	12	-10	6	-6	-29	-13	14	-0.63

# The list goes on.
# Values in the order – FAK blocker	LYP act	HUVEC tox IL1B	VCAM1 TNFa inh	ERa coact inh	HUVEC tox TNFa	LYP inh 2	F-actin modifier	PTK2B oligo ant
31: O=C(COc1cccc2cccnc12)NCC(F)(F)F
  3	-6	28	-51	23[fluorescence artefact?]	-4	5	-13	-0.76
32: CC1CCCC(C)N1/N=C/c1ccc(Cl)cc1 (configuration not stated)
  1	-5	.	-8	-1	-16	5	12	0.01
33: COc1cc(C(=O)NCCc2ccc3c(c2)OCCO3)ccc1OCC(=O)N1CCOCC1
  0	1	6	-11	-5	8	-5	7	0.72
34: O=C(Nc1ccccc1C(=O)OC1CCOC1=O)c1ccco1 (configuration not stated)
  8	-8	-49	11	1	-32	5	.	0.86
35: O=C(c1csc2c1CCCCC2)N1CCN(c2ncccn2)CC1
  0	-5	18	6	.	4	7	20	0.3
36: CCOc1cc(/C=C2\N=C(SC)SC2=O)cc([N+](=O)[O-])c1OC(C)=O
  17	2	2	-14	.	4	-4	-31	-0.3
37: c1ccc(-c2ncnc3nc4n(c23)CCC4)cc1
  1	6	-20	16	-1	-16	-6	-1	-0.06
38: CN(C(=O)C1CCOC1)c1nnc(-c2cccnc2)s1 (configuration not stated)
  -2	-7	2	21	-1	-26	10	19	0.16
39: COc1ccc(-c2nnc(N3CCC(C)CC3)c3ccccc23)cc1
  -1	1	-21	-18	.	-26	5	-6	0
40: Cn1c(=O)c2c(nc(CN3CCN(c4ccccc4)CC3)n2CCc2ccccc2)n(C)c1=O
  0	-1	-9	11	-13	-18	0	12	0.32
41: COc1ccccc1NC(=O)c1ccccc1NS(=O)(=O)N1CCCC1
  0	2	1	0	-1	-6	-5	13	0.2
42: COc1ccc(N2CCN(Cc3cc(=O)oc4cc5c(cc34)CCCC5)CC2)cc1
  2	7	-106	-5	-9[fluorescence artefact?]	-29	-9	3	-0.24
43: CCOC(=O)c1c(C=O)c(C)n(Cc2ccccc2Cl)c1C
  3	-12	3	6	-1	-9	11	11	-0.82
44: CCN(CCCNC(=O)C1CCN(S(=O)(=O)CC)CC1)c1cccc(C)c1
  -6	1	30	5	-1	-18	-3	5	0.84
45: CCC(=O)NCc1cc(-c2nn(C)c(=O)c3ccccc23)ccc1C
  0	-1	6	-5	-3	-12	3	-3	1.2
46: CCc1ccccc1NC(=O)C(Cc1cccc(OC)c1OC)c1nn[nH]n1 (configuration not stated)
  5	6	2	-13	-11	7	-8	-23	0.91
47: Cc1cc(C(F)(F)F)nn1CC(=O)Nc1ccc(Br)c2cccnc12
  -6	7	0	3	-6	-11	-9	-19	0.24
48: COc1cccc(-c2cc(C(=O)Nc3cccnc3)no2)c1
  -2	-5	7	21	3	-4	6	.	1.9
49: O=C(c1ccc(Cl)cc1Cl)c1ncc(C(F)(F)F)cc1Cl
  3	2	2	-1	.	-19	0	14	0.72
50: O=C(NC1CCSC1=O)c1ccc(Cl)cc1 (configuration not stated)
  2	9	19	-13	-8	.	-7	-24	2.2
51: Cc1cc(=O)oc2cc(OCCSCCN3CCOCC3)ccc12
  5	3	-7	14	-7	-13	-5	-4	1.9
52: CC(=O)c1c(C)nc(-c2ccc(Cl)cc2)nc1NC(=O)C(C)C
  2	2	-27	6	5	-25	-7	-19	-0.63
53: Cc1ccc(-c2nc(CSCC(=O)N3CCN(C(=O)c4ccco4)CC3)c(C)o2)cc1
  -3	-15	-2	1	-1	-17	12	11	.
54: COc1ccccc1NC(=O)Cn1c(=O)oc2ccccc21
  2	17	-60	-1	-1	7	-22	-11	-0.2
55: Cc1ccc(-n2ccc(=O)c(-c3ccnc(SCc4cccc(Cl)c4)n3)n2)cc1
  -13	-1	16	-1	.	-5	6	-20	-1.3
56: COc1cccc(C(=O)Nc2ccc(Cl)c(C(F)(F)F)c2)c1
  7	-8	-14	-20	.	6	13	-34	-1.6
57: CC(C)(C)OC(=O)NCCC(=O)Oc1ccc2ccc(=O)oc2c1
  -2	-6	-12	-12	.	-3	4	-7	0.97
58: CN(Cc1ccccc1)C(=O)COc1ccccc1
  -2	2	4	15	21	0	-5	1	0.02
59: CCCCOC(=O)C1C2C=C[C@]3(CN(CCCOC)C(=O)[C@H]13)O2 (some centres not stated)
  11	-2	18	16	-1[fluorescence artefact?]	22	1	-13	-0.26
60: O=C(CCNc1cccc(Cl)c1)c1cccs1
  -7	3	-12	-21	.	3	2	5	-0.43

# (continued)
# Values in the order – FAK blocker	LYP act	HUVEC tox IL1B	VCAM1 TNFa inh	ERa coact inh	HUVEC tox TNFa	LYP inh 2	F-actin modifier	PTK2B oligo ant
61: Cc1cc(=O)oc(C)c1C(=O)OCC(=O)c1ccccc1
  -5	11	12	2	-8	-5	-13	2	0.76
62: O=C1CCC2CCCCC2(O)O1 (configuration not stated)
  -3	1	-65	-7	-12	31	-2	0	-0.64
63: CCOc1ccc(N2C(=O)C(c3ccccc3)=C(c3nc4ccccc4s3)C2NC(C)=O)cc1 (configuration not stated)
  0	-4	6	-3	3[fluorescence artefact?]	-23	5	3	-2.2
64: CN1CCC(N2CCN(c3cccc(C(F)(F)F)c3)CC2)CC1
  -1	-4	.	4	-13	-13	3	-16	1.1
65: COc1ccc(Br)cc1CNC(=O)C1CCCN(c2nc3ccccc3o2)C1 (configuration not stated)
  -1	-1	-15	-4	64*	-24	-2	21	-0.39
66: COc1cccc2cc(C(=O)NCc3ccco3)c(=Nc3ccc(C(=O)O)cc3)oc12
  3	-8	-8	-2	-5	-17	4	.	0.69
67: COC(=O)C(C(=O)OC)=C(/C=C/N(C)C)N(C)C
  -4	-5	-36	-11	15	-3	2	6	1.2
68: CN(C)c1nc(C(=O)OCCO)nc(N(C)C)n1
  -2	-2	16	-24	-5	-6	3	-4	1.8
69: O=C(COC(=O)CN1C(=O)c2ccccc2C1=O)Nc1ccc(S(=O)(=O)N2CCCC2)cc1
  0	-1	16	7	.	-33	0	-3	1.8
70: CCn1c(C)cc(/C=C2\NC(=O)N(Cc3ccccc3)C2=O)c1C
  3	-11	-1	-3	.	-17	11	-5	0.62
71: CCc1ccc(OCC(=O)NNC(=O)CSc2ncnc3sc(C)c(C)c23)cc1
  -6	-9	-43	3	.	1	11	-28	2.8
72: CCNCc1cc2cc(C)ccc2[nH]c1=O
  -4	-16	22	11	6[fluorescence artefact?]	17	20	-9	-0.33
73: COc1ccc(C(C)=O)cc1COC(=O)c1cc(C)oc1C
  -2	3	-13	-14	2	-32	-3	-2	-0.1
74: Cc1nc2ncnn2c(C)c1CCC(=O)NCCC1=CCCCC1
  3	7	-29	8	-26	3	-8	.	0.32
75: CCc1nnc(NC(=O)CSc2nnc(-c3ccccc3NC(=O)c3ccccc3)o2)s1
  2	-6	-13	18	22[fluorescence artefact?]	-2	6	-4	-3
76: COc1cc(C(=O)NCCc2ccc(S(N)(=O)=O)cc2)cc(OC)c1OC
  0	2	-44	6	-4	-12	0	-4	-0.83

# Limited to HUVEC tox TNFa, for four of the compounds above:
nr	compound	HUVEC tox TNFa
60	O=C(CCNc1cccc(Cl)c1)c1cccs1	3
61	Cc1cc(=O)oc(C)c1C(=O)OCC(=O)c1ccccc1	-5
62	O=C1CCC2CCCCC2(O)O1 (configuration not stated)	31
63	CCOc1ccc(N2C(=O)C(c3ccccc3)=C(c3nc4ccccc4s3)C2NC(C)=O)cc1 (configuration not stated)	-23

# Random draw from the library; about 3.8% have a hit in one of these screens.
